# S100A4 MyoIIA = blocks human S100A4 binding to myosin IIA peptide. P26447. S100A4/TAMRA-MyoIIA peptide fluorescence polarization. inhibition, % at 10.7 µM. actives 0.14% (n = 360,000). AID 652163;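 active means mean inhibition of at least 70% across replicates, with every replicate also reaching that level; inconclusive means mean inhibition reaches 70% but some replicates fall short; inactive means mean inhibition below 70%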
# Target sequence (P26447 whole entry, looked up): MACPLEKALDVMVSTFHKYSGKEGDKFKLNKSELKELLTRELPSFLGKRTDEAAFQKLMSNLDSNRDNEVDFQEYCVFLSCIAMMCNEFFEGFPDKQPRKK
#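 Assay system: human S100A4 monomer with TAMRA-labelled myosin IIA peptide / Buffer or medium: Calcium-containing HEPES buffer, pH 7.2 / Reagent: TAMRA-labelled myosin IIA heavy-chain peptide probe, 5 nM / Compound: one dose per compound / Timing: polarization read 5 min after assay mix addition, stable 5–60 min / Benchmarks: neutral control DMSO, positive control TFP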
# PglD DTNB = PglD (C. jejuni) enzyme inhibition; purified PglD enzyme, DTNB colorimetric CoA detection; inhibition, % at 12.5 µM; actives 0.098% (n = 360,000); AID 602405; in the data active means inhibition above about 16%, passing the limit was not always enough; inconclusive means no clear call, values can overlap the other calls; further: strong numbers were not always called active
# SIRT5 block = blocks human SIRT5 desuccinylation of peptide. Q9NXA8. Purified SirT5, succinyl-peptide AMC, trypsin-coupled fluorescence. inhibition, % at 15 µM. actives 1.1% (n = 330,000). AID 652115; in the data active means inhibition above about 15%; inconclusive means no clear call, values can overlap the other calls
# Target sequence (Q9NXA8 whole entry, looked up): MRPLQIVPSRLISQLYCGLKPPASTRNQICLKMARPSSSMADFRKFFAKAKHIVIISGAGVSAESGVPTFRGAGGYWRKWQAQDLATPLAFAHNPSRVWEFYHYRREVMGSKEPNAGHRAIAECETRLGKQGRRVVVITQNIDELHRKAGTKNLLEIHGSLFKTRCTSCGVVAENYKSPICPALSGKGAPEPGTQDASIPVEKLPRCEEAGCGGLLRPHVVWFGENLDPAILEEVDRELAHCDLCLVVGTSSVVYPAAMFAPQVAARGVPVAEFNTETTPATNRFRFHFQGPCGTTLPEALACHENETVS
# Statin myotox sup = suppression of simvastatin myotoxicity; C2C12 myotubes + simvastatin, ATP luminescence, 48 h; scaled: DMSO 0, geranylgeraniol control 100; rescue of ATP level, % at 7.49 µM; actives 0.78% (n = 330,000); AID 602340;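 active means mean ATP rescue above about 67%, or every replicate alone reaching that limit, limit read from the data, passing the limit was not always enough; inconclusive means no clear call, values can overlap the other calls; inactive means mean under the limit and some replicate under it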;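 further: myotubes were challenged with 10 µM simvastatin during compound exposure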
# ERp5 inh = blocks human ERp5 reductase activity on insulin; Q15084; ERp5 insulin aggregation, absorbance 650 nm, 90 min; inhibition, % at 9.99 µM; actives 0.05% (n = 350,000); AID 651711;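 active means mean replicate inhibition above about 25%, with every replicate also reaching it, limit read from the data, passing the limit was not always enough; inconclusive means only one of those two criteria met; inactive means neither criterion met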
# E-sel inducer = induces E-selectin expression in human endothelial cells | P16581 | HUVEC E-selectin immunofluorescence imaging; normalized: neutral wells 0, TNF-alpha wells 100 | activation, % at 7.58 µM | actives 0.37% (n = 260,000) | AID 686992;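 active means mean E-selectin-positive cell signal at least 10% of the positive control, reached in at least 60% of replicates, without over 20% cell loss; inconclusive means no rule given, readout overlaps actives, possibly toxicity-flagged; inactive means the rest, including those meeting only one limit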;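 further: in these data hits start at about 27%; measured in HUVEC primary endothelial cells; signal is the percent of cells scored E-selectin positive by PE staining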
# Target sequence (P16581 whole entry, looked up): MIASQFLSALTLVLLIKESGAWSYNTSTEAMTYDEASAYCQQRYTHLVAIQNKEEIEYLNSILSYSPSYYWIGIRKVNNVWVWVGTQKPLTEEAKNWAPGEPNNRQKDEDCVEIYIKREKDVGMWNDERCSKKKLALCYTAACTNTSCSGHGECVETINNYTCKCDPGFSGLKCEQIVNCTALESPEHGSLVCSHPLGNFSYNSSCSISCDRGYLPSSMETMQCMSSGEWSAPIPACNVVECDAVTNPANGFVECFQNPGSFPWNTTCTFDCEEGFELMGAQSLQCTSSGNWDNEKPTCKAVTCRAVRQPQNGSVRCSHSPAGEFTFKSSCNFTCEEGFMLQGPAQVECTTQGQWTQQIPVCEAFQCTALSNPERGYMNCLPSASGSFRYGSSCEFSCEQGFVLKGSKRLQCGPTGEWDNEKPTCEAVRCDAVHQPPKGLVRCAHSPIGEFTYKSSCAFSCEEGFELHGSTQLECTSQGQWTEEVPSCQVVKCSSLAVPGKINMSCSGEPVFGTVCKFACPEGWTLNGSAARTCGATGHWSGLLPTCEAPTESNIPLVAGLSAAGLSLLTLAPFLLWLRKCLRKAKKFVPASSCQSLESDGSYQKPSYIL
#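 Test system: HUVEC | Signal: Immunofluorescence imaging | Read-out: Percent E-selectin-positive cells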
# DENV2 CPE rescue = inhibitors of DENV2 cytopathic effect; DENV2-infected cells, cytopathic effect rescue, plate reader; CPE inhibition, % at 9.99 µM; actives 1.7% (n = 350,000); AID 651640; in the data active means CPE inhibition above about 20%, passing the limit was not always enough; inconclusive means no clear call, values can overlap the other calls; tested in BHK-21 cells;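 further: 0% = median of neutral control wells and 100% = median of positive control wells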
# The depositor's hits bear a star; ? = inconclusive; nt = no result given.
SMILES,S100A4 MyoIIA,PglD DTNB,SIRT5 block,Statin myotox sup,ERp5 inh,E-sel inducer,DENV2 CPE rescue
CCOC(=O)c1c(-c2ccc(C)cc2)csc1NC(=O)CCN1CCOCC1,-5,4,3,nt,-6,nt,2
O=c1oc2ccccc2c(NC2CCCCC2)c1NS(=O)(=O)c1ccc(F)c(Cl)c1,-1,-2,-4,-41,4,0.3,-5
C=CCn1c(SCC(=O)N(CC)C2CCS(=O)(=O)C2)nnc1-c1ccccc1 (centres undefined),0,1,-5,12,0,nt,8
CC(c1ccco1)N(C(=O)c1ccc(Cl)s1)c1ccccn1 (centres undefined),-2,nt,-5,nt,4,nt,2
CCOC(=O)c1ccc(NC(=S)P(=O)(c2ccccc2)c2ccccc2)cc1,8,nt,-2,nt,-7,0.6,16
Cc1cccc(C)c1OCC(=O)NCC1COc2ccccc2O1 (centres undefined),0,9,-5,-2,1,-0.3,13
Cc1ccc(OCC(=O)NCc2ccccc2)c([N+](=O)[O-])n1,-6,0,1,nt,2,-1.7,-9
COCCNC(=O)C1(C)CCCN(C(=O)c2ccc3c(c2)OCO3)C1 (centres undefined),3,1,-5,-5,4,0.1,-2
C[C@@H]1CCCCO[C@H](CN(C)C(=O)Nc2ccc(C(F)(F)F)cc2)[C@H](C)CN([C@@H](C)CO)C(=O)c2cc(NS(=O)(=O)c3ccc(F)cc3)ccc2O1,-2,-4,0,nt,1,nt,98*
NC(=O)c1cc(-c2ccncc2)nc2ccc(Cl)cc12,-5,nt,nt,nt,0,3.3,-2
COc1ccc2c3c([nH]c2c1)[C@H](CO)N(C(=O)C1CC1)CC31CN(C)C1,5,nt,-1,nt,-4,-0.1,4
COc1ccc(S(=O)(=O)N2CCOCC2)cc1NC(=O)CSc1nnc(C2CC2)n1C1CC1,0,0,-3,-2,-17,-0.3,-1
O=C(CSc1nc2ccccc2s1)c1ccc(O)cc1O,-3,2,1,5,1,1.1,-1
CSc1ccc(CN2CCCN(C)CC2)cc1,-11,-1,0,-7,-2,nt,-3
Cc1cccc(N2CCN(C(=S)Nc3ccc4nc5n(c(=O)c4c3)CCCCC5)CC2)c1C,-1,nt,-3,nt,2,15,-11
CC(=O)N(C)C[C@@H]1Oc2cc(C3=CCCC3)ccc2S(=O)(=O)N([C@@H](C)CO)C[C@H]1C,9,1,2,-8,2,-0.4,-1
Fc1ccc2c(c1)C1OCCCC1C(c1ccccc1)N2 (centres undefined),0,3,0,20,2,0.0,-3
Cc1ccc2c(c1)CCCN2C(=O)c1cc(C)on1,4,-1,-1,-3,-6,0.3,-1
COc1ccc(S(=O)(=O)N(C)C[C@H]2Oc3ccc(NS(=O)(=O)c4ccc(Cl)cc4)cc3C(=O)N([C@H](C)CO)C[C@@H]2C)cc1,-15,1,5,-151,-3,0.1,4
COc1ccc(Br)cc1/C=C(\C(=O)O)c1ccc(S(=O)(=O)N2CCCCC2)s1,-3,-2,2,-13,5,nt,-9
CCCNC(=O)N(C)C[C@@H]1Oc2cc(-c3ccncc3)ccc2S(=O)(=O)N([C@H](C)CO)C[C@H]1C,-3,0,10,-13,-6,-0.1,11
CCOC(=O)C1(Cc2ccc(OC)cc2)CCN(C(=O)CCc2cccnc2)CC1,-6,nt,2,nt,1,-3.2,8
COc1ccc(NC(=O)C(=O)NCCN2CCN(C(=O)c3ccco3)CC2)cc1,-5,nt,-2,nt,-3,nt,-1
Cc1ccc(NC(=O)C2(C)CCN2C(=O)Cc2ccccc2)cc1C (centres undefined),-2,-3,-3,-7,0,-0.1,-2
COc1cc(C)c(CN2CCC(n3nccc3NC(=O)C3CCOC3)CC2)cc1C (centres undefined),-2,-7,1,-2,4,nt,9
# Carrying on.
SMILES,S100A4 MyoIIA,PglD DTNB,SIRT5 block,Statin myotox sup,ERp5 inh,E-sel inducer,DENV2 CPE rescue
NS(=O)(=O)c1ccc(CCNS(=O)(=O)c2cccc3cccnc23)cc1,-2,-1,-1,-13,1,0.2,10
O=C(C[C@@H]1CC[C@@H](NC(=O)C2CCC2)[C@@H](CO)O1)NCC1CC1,-8,-15,1,0,2,-0.3,3
Cc1ccc(CN2C(=O)c3ccccc3C2c2nnnn2-c2ccc3c(c2)OCCO3)cc1 (centres undefined),-5,nt,3,nt,2,-0.3,-1
CCNC(=O)Nc1ccc2c(c1)C(=O)N(C)[C@H]1CC[C@H](CC(=O)Nc3ccc(C)cc3)O[C@@H]1CO2,-3,4,1,-21,-4,0.1,15
CCNC(=O)COc1ccc(F)cc1C(=O)c1cnn(-c2ccccc2)c1,-2,-4,-2,-3,-2,nt,?
COCCCNC(=S)N(Cc1ccccc1)Cc1nc2ccccc2c(=O)[nH]1,9,-8,1,15,-2,nt,-6
C[C@H](CO)N1C[C@H](C)[C@@H](CN(C)S(=O)(=O)c2ccccc2)Oc2ncc(Br)cc2C1=O,-3,3,1,44,-3,-0.2,10
Cc1n[nH]c(C)c1NC(=O)CN1CCN(S(=O)(=O)c2ccc(C(F)(F)F)cc2)CC1,-1,-5,-3,-7,-1,nt,5
CCN(CC)c1nc(-c2ccccc2)ncc1S(=O)(=O)c1ccc(C)cc1,0,nt,-3,nt,9,0.0,14
CC(C)c1nc2cc(C(=O)N3CCNC(=O)C3c3cccc(F)c3)ccc2o1 (centres undefined),-6,-2,-1,4,0,nt,4
Cc1ccc(S(=O)(=O)N2CCOCC2)cc1C(=O)NC1=NCCS1,8,0,-4,23,nt,3.8,-6
CCCn1cc(CN2CCc3ccc(NC(=O)C4CCCO4)cc3C2)c(C)n1 (centres undefined),-3,-1,0,0,2,0.0,-9
CC(C)N1C(=O)C(=O)N(CC(=O)N2CCc3ccccc32)C1=O,0,-1,2,2,0,0.3,0
CCN(CC)C(=O)Cn1cc(C(=O)C(=O)N2CCN(C)CC2)c2ccccc21,-11,0,-3,4,2,0.0,?
CCOC(=O)[C@]12CCC=C1N(Cc1cccc3ccccc13)C(=O)[C@H](CC(=O)N1CCC(c3ccccc3)CC1)C2,0,nt,-4,nt,-2,nt,-9
Cc1noc(/C=C/NCc2cccnc2)c1S(=O)(=O)N(C)CC(=O)N1CCc2ccccc21,1,-2,-1,2,-5,-0.2,-8
CCOc1ccc(Nc2nc(N)c([N+](=O)[O-])c(NCc3ccccc3)n2)cc1,-1,2,-3,nt,1,-0.1,3
Cc1cc(NC(=O)c2ccco2)c(=O)n(Cc2c(F)cccc2Cl)c1,-8,-3,0,37,0,-0.2,-1
COc1ccc(CN(C)C[C@@H]2Oc3ccc(NC(=O)C4CC4)cc3CC(=O)N([C@@H](C)CO)C[C@H]2C)cc1,-3,nt,nt,nt,2,-0.5,-9
N#C[C@H]1[C@@H](c2ccc(-c3cccc(F)c3)cc2)[C@@H](CO)N1c1nc(-c2ccccc2)cs1,9,1,1,-46,-6,0.2,0
Cc1ccc2occ(/C=N/NC(=O)[C@@H](N)Cc3ccccc3)c(=O)c2c1,-6,4,nt,-4,2,0.0,3
CC(C)NC(=O)Nc1ccc2c(c1)C(=O)N([C@@H](C)CO)C[C@@H](C)[C@H](CN(C)C(=O)NC1CCCCC1)OCCCC[C@@H](C)O2,8,-6,5,nt,15,0.0,-1
O=C(c1cccc([N+](=O)[O-])c1)N1CCN(Cc2ccccc2)CC1,1,-8,1,-8,0,0.0,5
CCN(CC)CCN1CCn2c3c(c4cc(C)ccc42)CCCC31 (centres undefined),-1,nt,-1,nt,1,nt,-10
CCOC(=O)C(NC(=O)Nc1ccc(F)cc1F)(Oc1ccc(F)cc1)C(F)(F)F (centres undefined),41,nt,-5,7,-3,0.2,-9
# The listing continues.
SMILES,S100A4 MyoIIA,PglD DTNB,SIRT5 block,Statin myotox sup,ERp5 inh,E-sel inducer,DENV2 CPE rescue
C[C@H](CO)N1C[C@H](C)[C@H](CN(C)S(=O)(=O)c2ccccc2)Oc2c(NC(=O)C3CCCCC3)cccc2C1=O,-3,3,-2,-56,3,0.0,2
Cc1cccn2cc(CCNC(=O)c3ccc(Br)o3)nc12,0,3,-1,0,4,nt,-1
O=C(COc1ccccc1)Nc1ccc2oc(=O)ccc2c1,-4,-1,1,3,5,nt,?
O=C(C1CCOCC1)N1CC(=O)N2[C@H](C1)[C@H](c1ccc(/C=C/c3ccccc3)cc1)[C@@H]2CO,-2,nt,-4,nt,-3,0.0,-6
O=C(Cc1ccccn1)N[C@@H]1C=C[C@H](CC(=O)N2CCCCC2)O[C@H]1CO,8,0,0,-7,-3,-0.3,-5
O=C(Cc1ccc(S(=O)(=O)N2CCOCC2)s1)N1CCN(S(=O)(=O)c2ccccc2[N+](=O)[O-])CC1,-1,-11,-1,-26,6,nt,0
Cc1ccccc1C(=O)NC1CCN(CC(=O)NC2CCCCC2)CC1,-3,0,0,nt,6,-0.1,3
O=C(NCCCO)C(=O)NCc1ccccn1,12,0,-5,2,11,1.4,-3
CCOC(=O)N1CCN(C(=S)NC(=O)/C=C/c2ccc(C)cc2)CC1,-12,-1,2,nt,6,-0.1,1
NC(c1ccc(F)c(F)c1)c1nc(-c2cncnc2)cs1 (centres undefined),-3,-9,0,-1,-5,2.8,-5
O=C(COc1ccc(Cl)cc1Cl)N/N=C/c1ccccn1,32,nt,1,nt,5,-0.2,17
O=C(N/N=C/C=C/c1ccccc1)c1cccc(Br)c1,1,0,-3,-36,5,nt,8
CC1(C)CC(=O)C(C=NCC2CCN(C(=O)Cc3ccccc3)CC2)=C(O)C1,-6,0,-2,-2,1,nt,3
COC(=O)C(CCC(=O)CN1C(=O)c2ccccc2C1=O)N1C(=O)c2ccccc2C1=O (centres undefined),0,2,-2,24,6,0.7,5
Cn1ncc(Br)c1C(=O)Nc1c(F)c(F)cc(F)c1F,0,-2,-7,15,3,nt,nt
CC(C)CCNC(=O)c1ccc(OC2CCN(S(=O)(=O)N(C)C)CC2)cc1,0,8,-2,nt,3,-0.2,2
CC1CN(C(=O)COC(=O)c2ccc(C#N)cc2)CC(C)O1 (centres undefined),6,1,2,15,1,0.0,8
COc1ccc(N(CC(=O)NCCC2=CCCCC2)S(=O)(=O)c2ccccc2)cc1OC,-2,3,-1,-1,8,nt,-7
CC(CCc1ccc(O)cc1)NCCc1ccc(O)c(O)c1 (centres undefined),6,4,2,4,-2,0.0,3
C[C@@H]1CN([C@H](C)CO)C(=O)c2cc(NC(=O)c3ccccc3)ccc2O[C@@H](C)CCCCO[C@@H]1CN(C)C(=O)CCCN(C)C,-4,3,1,-33,-2,0.0,1
C[C@H](CO)N1C[C@H](C)[C@H](CN(C)S(C)(=O)=O)OCCCC[C@H](C)Oc2ccc(NC(=O)Cc3ccccc3)cc2C1=O,-3,-1,0,-12,1,-0.1,-2
O=C(OCC(=O)C12CC3CC(CC(C3)C1)C2)c1ccccn1,-2,2,-2,0,-2,0.0,-5
O=C(COC(=O)c1cc([N+](=O)[O-])ccc1N1CCOCC1)c1ccccc1,-5,nt,-3,nt,-1,-2.2,-12
O=C(NC[C@H]1N[C@@H](CO)[C@H]1c1ccc(-c2ccccc2)cc1)c1ccccc1F,1,5,3,-36,2,0.0,8
C[C@@H]1CN(C(=O)c2nc3ccc(Cl)cn3c2CN2CCc3sccc3C2)C[C@H](C)O1,-3,2,nt,nt,5,nt,-3
O=C(NCCNC(=O)c1ccccc1Br)c1ccccc1Br,1,-7,-2,-2,-1,nt,12

# In another format: entries from further up
O=C(C1CCOCC1)N1CC(=O)N2[C@H](C1)[C@H](c1ccc(/C=C/c3ccccc3)cc1)[C@@H]2CO
  S100A4 MyoIIA = -2 | PglD DTNB = nt | SIRT5 block = -4 | Statin myotox sup = nt | ERp5 inh = -3 | E-sel inducer = 0.0 | DENV2 CPE rescue = -6

O=C(Cc1ccccn1)N[C@@H]1C=C[C@H](CC(=O)N2CCCCC2)O[C@H]1CO
  S100A4 MyoIIA = 8 | PglD DTNB = 0 | SIRT5 block = 0 | Statin myotox sup = -7 | ERp5 inh = -3 | E-sel inducer = -0.3 | DENV2 CPE rescue = -5

# High-throughput results from PubChem.

# This is a subset; count on the stated rates, not on these rows.
